High-throughput results as filed in PubChem BioAssay.
Hsp70 displacement = Hsp70 inhibitors, probe displacement, primary screen, biochemical, fluorescence polarization (AID 583); Hsp70 fluorescence polarization probe displacement, mP; higher % means a stronger effect; displacement, % at 20 µM; hits with a dose series show IC50 in µM; 0.06% of 140,000 active; in the data active means displacement above about 50%;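 further: plate controls were vehicle for no effect and reference ligand for full effect; a part of the inactive calls stands beside numbers as strong as those of hits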
Rat MKP-3 inhibitors = inhibition of rat DUSP6 enzyme activity – biochemical, in vitro, primary screen (AID 425). inhibition, % at 20 µM, or IC50 in µM where a hit was titrated. 0.17% of 110,000 active. recombinant MKP-3 phosphatase activity, fluorescence; higher % means a stronger effect; in the data active means inhibition above about 50%;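 further: plate controls were vehicle for no effect and reference inhibitor for full effect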
Active calls of the source: *; & = joins results of further samples. The list is partial; rates above refer to the full screens.

For COc1ccc(C(=O)NC2CCCCCC2)cc1S(=O)(=O)Nc1ccc(Br)cc1 the results were Hsp70 displacement -0.8%.
For COc1cccc(CN(Cc2cccnc2)S(=O)(=O)c2ccc(-n3cnnn3)c(C)c2)c1OC the results were Hsp70 displacement -0.7% and Rat MKP-3 inhibitors 1.8%.
Cc1cc(C(=O)NCCCn2ccnc2)sc1-c1ccccc1 was read as Hsp70 displacement 7.4% and Rat MKP-3 inhibitors 4.7%.
`CC(=O)NC1=NC(=O)/C(=C\c2ccc(-c3cc([N+](=O)[O-])ccc3C)o2)S1` gave Hsp70 displacement 4.1% and Rat MKP-3 inhibitors 5.3%.
For Cc1ccc(C(=O)N/C(=C/c2ccc(Br)cc2)C(=O)N2CCOCC2)cc1 the results were Hsp70 displacement 4.5% and Rat MKP-3 inhibitors -3.7%.
Screening Fc1cccc(-c2oncc2-c2nnnn2-c2ccc(Cl)cc2)c1 returned Hsp70 displacement -0.3%.
`COC(=O)c1cn(C)c2ccc(S(=O)(=O)N3CCCC3)cc2c1=O` gave Hsp70 displacement 0.6% and Rat MKP-3 inhibitors 6.3%.
CCOC(=O)c1c(NC(=O)C(c2ccccc2)c2ccccc2)sc2c1CC(C)(C)OC2 was read as Hsp70 displacement -5.8% and Rat MKP-3 inhibitors 4.3%.
CC1(C)C2CCC1(CS(=O)(=O)N1CCCc3ccccc31)C(=O)C2 (stereo not given) was read as Hsp70 displacement 1.0% and Rat MKP-3 inhibitors -8.5%.
NC(=O)C1CCN(C(=O)c2cc(S(=O)(=O)N3CCOCC3)c(Cl)cc2Cl)CC1 was read as Hsp70 displacement -2.3% and Rat MKP-3 inhibitors -10.8%.
Screening O=C(NC(=S)Nc1ccc2oc(-c3ccc(-c4ccccc4)cc3)nc2c1)c1ccco1 returned Hsp70 displacement 2.6% and Rat MKP-3 inhibitors -8.0%.
`Nc1c(S(=O)(=O)c2ccccc2)nnn1-c1ccccc1` gave Hsp70 displacement 2.1% and Rat MKP-3 inhibitors -12.9%.
Screening COc1ncnc2sc(-c3ccccc3)cc12 returned Hsp70 displacement -1.7% and Rat MKP-3 inhibitors -0.3%.
`CCCc1cc(C(N)=O)c(NC(C)=O)s1` gave Hsp70 displacement -2.1% and Rat MKP-3 inhibitors 2.9%.
CC(=O)c1cccc(NC(=O)C2CCCN(S(=O)(=O)c3ccccc3)C2)c1 (stereo not given) was read as Hsp70 displacement 1.2% and Rat MKP-3 inhibitors -16.7%.
CCC(=O)c1ccc(OC(=O)c2ccc(Br)cc2)cc1 was read as Hsp70 displacement 0.6% and Rat MKP-3 inhibitors 0.4%.
Screening O=C(CSc1nnc(SCc2ccc(Cl)cc2)s1)N1CCOCC1 returned Hsp70 displacement -1.7% and Rat MKP-3 inhibitors -11.4%.
O=C(Nc1n[nH]c(C2CCCCC2)n1)C1CCCCC1 was read as Hsp70 displacement 5.9% and Rat MKP-3 inhibitors -5.1%.
For CCOc1cc2[nH]c(=O)n(CCC(=O)NCCc3ccc(OC)c(OC)c3)c(=O)c2cc1OCC the results were Hsp70 displacement 2.7% and Rat MKP-3 inhibitors -9.2%.
`COC(=O)c1c(NC(=O)C(C)C)sc2c1CCCCC2` gave Hsp70 displacement -3.9% and Rat MKP-3 inhibitors 1.3%.
For CCCCCCOc1ccc(N2C(=O)CC(N(C)Cc3ccccc3)C2=O)cc1 (stereo not given) the results were Hsp70 displacement -2.2% and Rat MKP-3 inhibitors -1.3%.
`COCC(=O)N(c1ccc(C(C)C)cc1)C1C=CS(=O)(=O)C1` (stereo not given) gave Hsp70 displacement -2.2% and Rat MKP-3 inhibitors -1.3%.
CC(C)(C)S(=O)(=O)c1nc2ccccc2s1 was read as Hsp70 displacement 2.1%.
`C(=Nc1ccccc1-c1nc2ccccc2[nH]1)c1ccco1` gave Hsp70 displacement 4.6% and Rat MKP-3 inhibitors 0.9%.
N#CCSC1=Nc2ccccc2C2=NC(CCC(=O)N3CCN(c4ccccc4)CC3)C(=O)N12 (stereo not given) was read as Rat MKP-3 inhibitors 1.2%.
`O=c1[nH]cc(COCc2ccccc2)c(=O)[nH]1` gave Hsp70 displacement -0.1% and Rat MKP-3 inhibitors -11.3%.
Screening C=CCNC(=O)c1ccncc1 returned Hsp70 displacement 2.7% and Rat MKP-3 inhibitors -5.4%.
`Cc1nnc(SCc2cnc(-c3ccccc3)o2)[nH]c1=O` gave Hsp70 displacement 4.2% and Rat MKP-3 inhibitors -1.7%.
For COC(=O)c1ccc(OCC(O)Cn2nc(C)cc2C)cc1 (stereo not given) the results were Hsp70 displacement 2.8% and Rat MKP-3 inhibitors 1.3%.
Screening Cc1cccc(NC(=O)COc2c(C)cc(C)cc2C)c1 returned Hsp70 displacement 3.8% and Rat MKP-3 inhibitors -1.8%.
CCCCNC(=O)c1ccc(N2CCOCC2)c(NS(=O)(=O)c2ccc(OC)cc2)c1 was read as Hsp70 displacement -5.3% and Rat MKP-3 inhibitors 0.2%.
`O=S1(=O)CCC(NC(=S)N/N=C/c2ccc(-c3cc(Cl)ccc3Cl)o2)C1` (stereo not given) gave Hsp70 displacement -1.0% and Rat MKP-3 inhibitors 0.2%.
`CCOc1ccccc1-c1nc(-c2cc3ccc(C)cc3[nH]c2=O)no1` gave Hsp70 displacement 0.1% and Rat MKP-3 inhibitors -2.5%.
For Cc1nc2ccc(Br)cn2c1NC(C)(C)C the results were Hsp70 displacement -4.6% and Rat MKP-3 inhibitors -4.7%.
For Cc1cc(NC(=O)COC(=O)c2ccc(NS(=O)(=O)c3ccc(C)c(C)c3)cc2)no1 the results were Hsp70 displacement 4.3%.
`CC(C)c1ccc(N=C2C(=O)Nc3ccc(Br)cc32)cc1` gave Hsp70 displacement -0.6% and Rat MKP-3 inhibitors 2.0%.
`COc1ccc(NC(=O)CN2CCC(C)CC2)cc1` gave Hsp70 displacement 9.1% and Rat MKP-3 inhibitors 1.9%.
Screening Cc1cc(C(=O)CSc2nnc(N)s2)c(C)n1CCc1ccc(Cl)cc1 returned Hsp70 displacement 2.2% and Rat MKP-3 inhibitors -6.5%.
Screening CCOC(=O)[C@H]1CCC[C@@H](NS(=O)(=O)c2ccc(NC(C)=O)cc2)C1 returned Hsp70 displacement 2.7% and Rat MKP-3 inhibitors -8.3%.
Screening Cc1cccc(CS(=O)(=O)Cc2ccc(C(=O)NCCN3CCCCC3C)o2)c1 (stereo not given) returned Hsp70 displacement 10.0% and Rat MKP-3 inhibitors -1.9%.
Screening Nc1ccccc1SCC(=O)N1CCc2ccccc21 returned Hsp70 displacement 2.0% and Rat MKP-3 inhibitors -11.3%.
Screening Cc1cc(C)c(S(=O)(=O)Nc2ccc(O)cc2)cc1C returned Hsp70 displacement -3.3% and Rat MKP-3 inhibitors 1.9%.
Screening COc1ccccc1N1C(=O)CC(N2CCc3ccccc32)C1=O (stereo not given) returned Hsp70 displacement -1.6% and Rat MKP-3 inhibitors 2.6%.
For Cn1c(=O)c(C(=O)NCCO)c(O)c2ccccc21 the results were Rat MKP-3 inhibitors -23.4%.
N=c1c2c3c(sc2ncn1CCN1CCOCC1)CCCC3 was read as Hsp70 displacement 2.3% and Rat MKP-3 inhibitors -9.7%.
Cc1cc(N2CCN(c3nc(N4CCOCC4)nc4ccccc34)CC2)c2ccccc2n1 was read as Hsp70 displacement 1.1% and Rat MKP-3 inhibitors -9.0%.
O=C(Nc1ccc(Oc2ccccc2)cc1)c1cnc2n(c1=O)CCS2 was read as Hsp70 displacement 5.6% and Rat MKP-3 inhibitors 4.0%.
COC(=O)c1ccc(CN(C)S(=O)(=O)c2ccc(C)cc2)o1 was read as Hsp70 displacement 0.1% and Rat MKP-3 inhibitors -6.2%.
Screening COc1ccccc1N1CCN(C(CNC(=O)C2CCCCC2)c2cccnc2)CC1 (stereo not given) returned Hsp70 displacement 5.0% and Rat MKP-3 inhibitors -9.2%.
For COc1ccc(CC(=O)Nc2ccc(Br)c(C)c2)cc1OC the results were Hsp70 displacement 4.9% and Rat MKP-3 inhibitors 6.9%.
Cn1c(=O)c2c(nc(CN3CCN(Cc4ccccc4)CC3)n2Cc2ccccc2)n(C)c1=O was read as Hsp70 displacement -0.8% and Rat MKP-3 inhibitors -0.4%.
Cc1ccc(-c2noc(CCC(=O)Nc3ccccc3N3CCN(C)CC3)n2)cc1 was read as Hsp70 displacement 6.7% and Rat MKP-3 inhibitors -3.4%.
`COc1ccc(S(=O)(=O)N2CCCCC2)cc1` gave Hsp70 displacement -3.4%.
CC(=O)Nc1ccc(S(=O)(=O)N2CCN(Cc3ccccc3)CC2)cc1 was read as Hsp70 displacement 2.8% and Rat MKP-3 inhibitors 4.3%.
Screening CCOC(=O)c1cc(OC(=O)c2ccccc2OC)n(-c2ccccc2)n1 returned Hsp70 displacement 0.4%.
Screening CCc1ccc(C(=O)CSC2=C(C#N)C(c3ccco3)C(C(C)=O)=C(C)N2)cc1 (stereo not given) returned Rat MKP-3 inhibitors -8.7%.
`CCOc1cccc(/C=C2/C(=O)NN(c3cc(Cl)cc(Cl)c3)C2=O)c1O` gave Hsp70 displacement -0.4% and Rat MKP-3 inhibitors 6.6%.
For COc1ccc(/C=C2\SC(=S)N(NC(=O)c3ccccc3Cl)C2=O)cc1 the results were Hsp70 displacement -9.7% and Rat MKP-3 inhibitors 0.6%.
For C/C(=N\NC(=O)COc1cccc(C)c1)c1ccc(Br)cc1 the results were Hsp70 displacement -1.3% and Rat MKP-3 inhibitors -0.7%.
`CCOC(=O)C1=C(C)NC(=O)NC1c1ccc(Cl)cc1Cl` (stereo not given) gave Hsp70 displacement -4.4% and Rat MKP-3 inhibitors -6.0%.
Cc1ccc(C(=O)O/N=C(\N)c2ccc(Br)cc2)cc1[N+](=O)[O-] was read as Hsp70 displacement 2.0% and Rat MKP-3 inhibitors -4.5%.
`Cc1csc(NC(=O)CSc2nnc(-c3ccoc3C)o2)n1` gave Hsp70 displacement -2.3% and Rat MKP-3 inhibitors -2.3%.
For CCC(C(=O)Nc1ccc(Br)cc1)c1ccccc1 (stereo not given) the results were Hsp70 displacement -2.9% and Rat MKP-3 inhibitors 2.2%.
`N/C(=N\OC(=O)c1ccccc1I)c1ccc(Cl)cc1` gave Hsp70 displacement 4.7% and Rat MKP-3 inhibitors -0.7%.
For CC(=O)Nc1cc(-c2nn3c(C)nnc3s2)ccc1C the results were Hsp70 displacement -0.7% and Rat MKP-3 inhibitors 2.8%.
For O=C(CN1CCOc2ccccc21)N1CCN(c2cccc(Cl)c2)CC1 the results were Hsp70 displacement 11.0% and Rat MKP-3 inhibitors -5.4%.
Screening NNC(=O)C1(c2ccccc2)CCCC1 returned Hsp70 displacement -0.2% and Rat MKP-3 inhibitors 0.1%.
O=c1[nH]c(=S)n(-c2ccccc2)c(O)c1/C=C1\C=Nc2ccccc21 was read as Hsp70 displacement 1.9% and Rat MKP-3 inhibitors 10.6%.
Cc1cc(C)cc(N2C(=O)NC(=O)/C(=C\c3cc(Br)ccc3OCC(=O)O)C2=O)c1 was read as Hsp70 displacement -0.8% and Rat MKP-3 inhibitors 1.0%.
Screening COC(=O)C1=C(C)N(CC(C)C)C(=O)/C1=C\c1cc(OC)c(OC)c(OC)c1 returned Hsp70 displacement -1.3% and Rat MKP-3 inhibitors -0.5%.
For CCC1CCCCN1CC(=O)Nc1cc(C)nn1-c1nc(C)cc(C)n1 (stereo not given) the results were Hsp70 displacement -1.4% and Rat MKP-3 inhibitors 5.4%.
For C/C(=C\c1ccccc1)C(=O)Nc1cc(C)on1 the results were Hsp70 displacement -0.1%.
NNC(=O)Cc1ccc(C(F)(F)F)cc1[N+](=O)[O-] was read as Hsp70 displacement -1.4% and Rat MKP-3 inhibitors 1.6%.
Screening O=C(NCc1cccnc1)c1ccc(S(=O)(=O)N2CCOCC2)cc1 returned Hsp70 displacement -1.6%&3.3% and Rat MKP-3 inhibitors 2.9%&0.3%.
For COC(=O)c1cccc(NC(=O)C2COc3ccccc3O2)c1 (stereo not given) the results were Hsp70 displacement 5.9%&-1.0% and Rat MKP-3 inhibitors -6.3%&1.4%.
`COc1ccc(-n2c(Cc3cccn3C)nnc2SCC(=O)Nc2cccc(NC(C)=O)c2)cc1` gave Hsp70 displacement 12.6% and Rat MKP-3 inhibitors 0.3%.
Cc1cc(Br)ccc1OCC(=O)N(Cc1nc(-c2ccccc2)no1)C(C)C was read as Hsp70 displacement -2.8% and Rat MKP-3 inhibitors -9.0%.
`Cc1ccc(S(=O)(=O)Cn2nnnc2C(C(C)C)N2CCSCC2)cc1` (stereo not given) gave Hsp70 displacement 4.5% and Rat MKP-3 inhibitors 2.8%.
COc1cc(OC)cc(C(=O)N2CCN(Cc3cccc(F)c3)CC2)c1 was read as Hsp70 displacement -2.0% and Rat MKP-3 inhibitors -3.3%.
For Cc1ccc(N2NC(=O)/C(=C/c3cc([N+](=O)[O-])ccc3O)C2=O)cc1C the results were Hsp70 displacement 1.3% and Rat MKP-3 inhibitors 2.1%.

In the list so far, seven have an NH in an aromatic ring.
O=C(Nc1n[nH]c(C2CCCCC2)n1)C1CCCCC1 was read as Hsp70 displacement 5.9% and Rat MKP-3 inhibitors -5.1%.
For CCOc1cc2[nH]c(=O)n(CCC(=O)NCCc3ccc(OC)c(OC)c3)c(=O)c2cc1OCC the results were Hsp70 displacement 2.7% and Rat MKP-3 inhibitors -9.2%.
`C(=Nc1ccccc1-c1nc2ccccc2[nH]1)c1ccco1` gave Hsp70 displacement 4.6% and Rat MKP-3 inhibitors 0.9%.
`O=c1[nH]cc(COCc2ccccc2)c(=O)[nH]1` gave Hsp70 displacement -0.1% and Rat MKP-3 inhibitors -11.3%.
`Cc1nnc(SCc2cnc(-c3ccccc3)o2)[nH]c1=O` gave Hsp70 displacement 4.2% and Rat MKP-3 inhibitors -1.7%.
`CCOc1ccccc1-c1nc(-c2cc3ccc(C)cc3[nH]c2=O)no1` gave Hsp70 displacement 0.1% and Rat MKP-3 inhibitors -2.5%.
O=c1[nH]c(=S)n(-c2ccccc2)c(O)c1/C=C1\C=Nc2ccccc21 was read as Hsp70 displacement 1.9% and Rat MKP-3 inhibitors 10.6%.
